# Screening results as filed in PubChem BioAssay.
# Bim-Mcl-1: inhibitors of Bim peptide binding to Mcl-1, primary screen, biochemical, bead-based flow cytometry, multiplex; Induced myeloid leukemia cell differentiation protein Mcl-1 (Homo sapiens), Q07820; inhibition, % at 10 µM; 190,000 tested, 0.1% active; Bim peptide-Mcl-1 binding; AID 1009, 2008;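 further: 0% = no compound tracer wells and 100% = peptide blocker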
# Target sequence (Q07820 whole entry, looked up): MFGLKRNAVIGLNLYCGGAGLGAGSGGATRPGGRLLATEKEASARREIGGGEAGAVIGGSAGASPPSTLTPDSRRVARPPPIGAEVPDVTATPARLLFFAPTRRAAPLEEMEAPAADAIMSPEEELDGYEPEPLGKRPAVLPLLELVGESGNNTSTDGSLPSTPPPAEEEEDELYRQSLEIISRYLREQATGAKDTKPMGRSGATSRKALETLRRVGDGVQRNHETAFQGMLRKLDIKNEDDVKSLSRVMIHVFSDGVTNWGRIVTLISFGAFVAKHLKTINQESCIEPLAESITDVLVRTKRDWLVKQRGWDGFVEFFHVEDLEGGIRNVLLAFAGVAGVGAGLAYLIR
# RGS4-Gao reg: modulators of RGS4 binding to Galphao, primary screen, biochemical, multiplexed bead flow cytometry; Guanine nucleotide-binding protein G(o) subunit alpha (Homo sapiens), P09471; actives lie on both sides; binding response (% of control), % at 10 µM; 220,000 tested, 0.33% active; in the data active means binding response below about 49% or above about 150%; inactive means in between;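 further: fluorescent Galphao activated with aluminum fluoride binding bead-coupled RGS4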
# Target sequence (P09471 whole entry, looked up): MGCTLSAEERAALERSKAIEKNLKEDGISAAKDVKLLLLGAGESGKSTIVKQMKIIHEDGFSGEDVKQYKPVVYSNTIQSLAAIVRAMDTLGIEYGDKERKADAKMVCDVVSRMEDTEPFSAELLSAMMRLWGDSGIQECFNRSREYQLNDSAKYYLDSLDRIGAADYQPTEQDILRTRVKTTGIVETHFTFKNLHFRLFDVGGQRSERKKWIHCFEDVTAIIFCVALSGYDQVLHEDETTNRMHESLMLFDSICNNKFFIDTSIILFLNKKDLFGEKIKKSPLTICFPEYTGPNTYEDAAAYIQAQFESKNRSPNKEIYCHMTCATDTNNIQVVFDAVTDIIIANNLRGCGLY
# Bim-Bfl-1: inhibitors of Bim binding to Bfl-1, primary screen, biochemical, multiplexed, bead-based flow cytometry. 190,000 tested, 0.12% active. AID 1008, 2008. Bim-Bfl-1 binding inhibition. Bcl-2-related protein A1 (Homo sapiens), Q16548. inhibition, % at 10 µM;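 further: 0% = wells without compound plus tracer and 100% = blocker peptide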
# Mcl1-Bid inh: Mcl-1/Bid binding inhibitors, primary screen, biochemical, TR-FRET, 1536-well. Induced myeloid leukemia cell differentiation protein Mcl-1 (Homo sapiens), Q07820. TR-FRET Mcl-1/Bid-Dy647 peptide binding. inhibition, % at 21.7 µM. 220,000 tested, 0.97% active. AID 1021, 2008;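 active means compounds that cut the binding signal by more than half at the single screening dose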;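 further: His-tagged Mcl-1 with europium anti-His antibody binding Bid BH3 peptide; 0% = Mcl-1 plus peptide wells and 100% = peptide-only wells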
# Bcl-B Bim block: inhibitors of Bim-Bcl-B binding, primary screen, biochemical, multiplexed, human Bcl-2 family; AID 951, 2007; inhibition, % at 10 µM; bead-based flow cytometry, Bim peptide-Bcl-B binding; 190,000 tested, 0.073% active;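 further: 0% = tracer peptide without compound and 100% = reference inhibitor peptide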
# Bim-Bcl-W: inhibitors of Bim binding to Bcl-W, primary screen, biochemical, multiplexed, bead-based flow cytometry | Bim peptide-Bcl-W binding | inhibition, % at 10 µM | 190,000 tested, 0.02% active | AID 952, 2007;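 further: 0% = bound tracer without compound and 100% = peptide blocker; higher means less fluorescent Bim peptide bound to Bcl-W beads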
# GSH fluor: compound fluorescence on glutathione beads, profiling panel, artefact control, biophysical, 488/530 nm, flow cytometry | GSH beads flow cytometry, compound fluorescence 488/530 nm; stronger effect = higher value | 190,000 tested, 0.25% active | fluorescence (KMESF) at 10 µM | AID 1776, 2009; in the data active means fluorescence above about 89;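 further: glutathione beads carrying GST-tagged Bcl family fusion proteins plus one bare bead set; values are compound well signal with DMSO vehicle wells as background; inactives centre near 16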
# RGS8-Gao: RGS8-Galphao binding modulators, primary screen, biochemical, multiplexed bead flow cytometry; response (percent of control binding), % at 10 µM; actives lie on both sides; 220,000 tested, 0.34% active; AID 1423, 2008; in the data active means response below about 60% or above about 140%; inactive means in between;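 further: Galphao activated as the GDP aluminium fluoride complex binding bead-coupled RGS8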
# RGS7-Gao reg: RGS7-Galphao binding modulators, primary screen, biochemical, multiplexed bead flow cytometry | binding response (% of control), % at 10 µM | 220,000 tested, 0.35% active | actives lie on both sides | Guanine nucleotide-binding protein G(o) subunit alpha (Homo sapiens), P09471; in the data active means binding response below about 49% or above about 150%; inconclusive means no clear call, values can overlap the other calls; inactive means in between;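 further: fluorescent Galphao held in activated GDP-AlF4 state binding bead-coupled RGS7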
# Bim-Bcl-2: inhibitors of Bim-Bcl-2 binding, primary screen, biochemical, multiplexed, human Bcl-2 family; Apoptosis regulator Bcl-2 (Homo sapiens), P10415; inhibition, % at 10 µM; AID 950, 2007; 190,000 tested, 0.06% active; Bead-based flow cytometry, Bim peptide-Bcl-2 binding; in the data active means inhibition above about 40%; inconclusive means no clear call, values can overlap the other calls;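 further: 0% = no compound wells with probe peptide and 100% = reference peptide inhibitor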
# Target sequence (P10415 whole entry, looked up): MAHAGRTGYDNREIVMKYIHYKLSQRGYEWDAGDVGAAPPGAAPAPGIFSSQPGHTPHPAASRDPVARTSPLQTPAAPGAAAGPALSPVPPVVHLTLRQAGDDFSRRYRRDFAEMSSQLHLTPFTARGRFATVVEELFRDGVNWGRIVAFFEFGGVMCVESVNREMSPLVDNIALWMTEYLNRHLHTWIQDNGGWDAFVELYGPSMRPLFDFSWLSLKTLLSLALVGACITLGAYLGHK
# Bim-Bcl-XL: inhibitors of Bim-Bcl-XL binding, primary screen, biochemical, multiplexed, bead flow cytometry, human Bcl-XL; inhibition, % at 10 µM; Bim peptide-Bcl-XL binding, fluorescence; 190,000 tested, 0.04% active; Bcl-2-like protein 1 (Homo sapiens), Q07817
# * marks the source's active call; other numbers are inactive results; ? = inconclusive. Unless noted, no stated cut-off is given here; in the data, active means inhibition above about 40%.
SMILES,Bim-Mcl-1,RGS4-Gao reg,Bim-Bfl-1,Mcl1-Bid inh,Bcl-B Bim block,Bim-Bcl-W,GSH fluor,RGS8-Gao,RGS7-Gao reg,Bim-Bcl-2,Bim-Bcl-XL
COc1cc(NS(=O)(=O)c2ccc(NC(=S)NC(=O)C(C)(C)C)cc2)nc(OC)n1,0,101,-8,-52,-3,2,34,99,101,-4,-2
COc1ccccc1NC(=O)c1ccc(COc2ccc3c(c2)CCC3)cc1,-5,102,-15,2,-14,-7,19,102,101,-9,-12
CS(=O)(=O)N1CCc2cc(C(=O)NC3CC3)ccc21,-1,98,-5,-37,-2,-3,13,100,?,-3,-1
COc1ccc(Cn2nnnc2C(c2cccs2)N2CCN(c3ccccc3)CC2)cc1 (stereo not drawn),-2,99,-5,-24,-4,-3,24,100,99,-4,-2
CC(Oc1ccc2ccc(=O)oc2c1)C(=O)c1ccccc1 (stereo not drawn),-6,100,-3,52*,-6,-1,3,101,103,-6,-5
COc1cccc(-c2nn(-c3ccccc3)cc2CNC(C)Cn2cncn2)c1 (stereo not drawn),0,91,-5,-21,-2,-1,11,93,87,-2,-3
CCc1ccc(C2NC(=S)NC3=C2C(=O)N(c2ccccc2OC)C(c2ccc(CC)cc2)N3)cc1 (stereo not drawn),-4,101,0,-41,-1,-4,21,103,101,0,-4
COc1ccc(-n2c(CCc3ccccc3)n[nH]c2=S)cc1,-8,102,3,-5,-31,0,9,95,111,-2,-3
C/C(=N\NC(=O)C1COc2ccccc2O1)c1ccccn1 (stereo not drawn),-5,100,-9,-43,-7,-6,10,102,102,-5,-10
Cc1cccc(NC(=O)CN2C(=S)NC(C)(C)CC2C)c1C (stereo not drawn),0,101,-8,-47,-5,-4,14,107,105,-5,-7
CC1=C(C(=O)Nc2ccccc2C(F)(F)F)C(c2sccc2C)NC(=S)N1 (stereo not drawn),0,100,4,-19,-33,2,15,100,?,1,-2
NS(=O)(=O)c1cccc(NC(=O)COc2ncnc3c2cnn3-c2ccccc2)c1,0,102,-7,4,-2,0,17,101,107,-1,3
CN1CCc2nc(NC(=O)COc3ccc4ccccc4c3)sc2C1,0,101,-1,-19,-7,-4,20,100,104,-1,-5
Cc1c(Cl)ccc2c1NC(=O)[C@]21[C@@H]2C(=O)N(Cc3ccccc3)C(=O)[C@@H]2[C@@H]2CCCN21,-1,104,0,-20,0,2,20,105,106,-3,-2
CC(c1ccccc1)n1c(Cn2ncc3ccccc3c2=O)n[nH]c1=S (stereo not drawn),-4,99,1,-19,-20,-1,10,97,103,1,-6
O=C1CN(C(=O)COC(=O)Cc2ccsc2)c2ccccc2N1,-2,101,-5,-28,-3,3,66,105,106,-1,-1
COc1ccccc1N1CCN(C(=O)CCCn2nc(C)c([N+](=O)[O-])c2C)CC1,-5,94,0,-14,-3,0,22,96,92,-1,-2
CCc1nc2c(cnn2-c2ccc(F)cc2)c(=O)n1-c1ccc(N2CCC(C)CC2)cc1,0,117,-14,-39,-6,-2,19,104,132,-8,-3
CCCCOc1ccc(Cc2c(Cl)nc(SC)nc2N2CCOCC2)cc1,45*,101,3,-15,-4,0,3,104,106,2,0
O=C(COc1cccc(F)c1)N[C@@H](Cc1ccccc1)c1nc2ccccc2[nH]1,-1,101,-4,11,-8,-5,15,101,101,-5,-7
c1ccc(-c2ccc3c(c2)c2c4n3CCN=C4CCC2)cc1,0,95,7,18,-1,2,18,95,96,0,2
CCc1sc(NC(=O)CN2CCOCC2)nc1-c1ccccc1,0,99,-15,-5,-5,-1,20,99,99,-8,-4
O=C(c1ccc(Cn2c(=S)[nH]c3ccccc3c2=O)cc1)N1CCN(c2ccccn2)CC1,4,107,-1,-33,-14,1,12,101,117,0,1
S=C(Nc1ccccn1)Nc1ccccc1Cl,-2,104,-2,-17,-9,-2,18,100,99,-2,-1
COc1ccc(-c2cc(C(F)F)n3ncc(C(=O)N4CCN(C)CC4)c3n2)cc1,-1,99,-3,-9,-4,-6,11,101,99,-1,-5
COC(=O)c1cc(OC)c(OC)cc1NC(=S)N1CCN(c2ccccn2)CC1,-1,101,0,-72,-3,0,23,103,100,2,-1
O=C(O)CN(c1cccc(C(F)(F)F)c1)S(=O)(=O)c1ccccc1,-1,99,-5,-6,2,-1,16,100,98,-1,-4
CCC1CO/C(=C(\C(Cl)=C(Cl)Cl)[N+](=O)[O-])N1 (stereo not drawn),0,94,-2,6,-6,1,13,95,89,0,1
Cc1ccc(NC2=C(CC(=O)O)C(c3ccccc3)N(c3ccc(C)cc3)C2=O)cc1 (stereo not drawn),-5,103,5,-44,-1,-3,9,103,103,0,-6
OC(CNCc1ccccc1)COCc1ccc(Cl)cc1 (stereo not drawn),1,104,-3,19,2,3,15,106,99,-4,1
Cc1ccc(-n2[nH]c(C)c(/C=N/N3C(=O)c4cccc5cccc(c45)C3=O)c2=O)cc1,0,101,-5,-70,1,-1,23,105,99,1,-2
Cc1ccccc1C(=O)Nc1nnc(-c2ccc(F)cc2)o1,0,101,-10,-30,-7,-3,13,102,102,-6,-5
CCc1nc2ccccc2n1CCC(C)C,-1,102,-10,0,-6,-1,16,104,101,-8,-4
OCCN(Cc1ccccc1)Cc1ccc(Cl)cc1Cl,0,103,2,38,0,0,11,103,105,-1,0
Cc1ccc(-c2nc(CCN3C(=O)c4ccccc4C3=O)cs2)cc1,-1,99,0,10,-6,3,21,101,97,0,0
Oc1ccc(Nc2nc(-c3cccs3)cs2)cc1,-2,99,5,3,-2,1,4,100,98,0,-1
NC(=O)c1nn(-c2ccccc2)nc1NC(=O)Cn1nnc(-c2ccccc2)n1,-3,102,-16,16,-7,-3,9,101,100,-7,-5
COC(=O)CCC(=O)NNC(=O)c1cccc(Br)c1,2,102,0,-4,-1,-1,9,104,101,4,-2
COc1ccc(C2NCCn3cccc32)cc1 (stereo not drawn),-3,106,2,-9,-3,-1,17,104,106,2,-4
CCn1cc(CN2CCN(Cc3ccc(OC)c(C)c3C)C(CCO)C2)c(C)n1 (stereo not drawn),-2,100,-6,-14,-4,0,9,100,97,-6,-2

# A section from further up, for reference:
SMILES,Bim-Mcl-1,RGS4-Gao reg,Bim-Bfl-1,Mcl1-Bid inh,Bcl-B Bim block,Bim-Bcl-W,GSH fluor,RGS8-Gao,RGS7-Gao reg,Bim-Bcl-2,Bim-Bcl-XL
Cc1ccc(-n2[nH]c(C)c(/C=N/N3C(=O)c4cccc5cccc(c45)C3=O)c2=O)cc1,0,101,-5,-70,1,-1,23,105,99,1,-2
Cc1ccccc1C(=O)Nc1nnc(-c2ccc(F)cc2)o1,0,101,-10,-30,-7,-3,13,102,102,-6,-5
CCc1nc2ccccc2n1CCC(C)C,-1,102,-10,0,-6,-1,16,104,101,-8,-4
OCCN(Cc1ccccc1)Cc1ccc(Cl)cc1Cl,0,103,2,38,0,0,11,103,105,-1,0
Cc1ccc(-c2nc(CCN3C(=O)c4ccccc4C3=O)cs2)cc1,-1,99,0,10,-6,3,21,101,97,0,0
Oc1ccc(Nc2nc(-c3cccs3)cs2)cc1,-2,99,5,3,-2,1,4,100,98,0,-1

# Structures above that contain fluorine, in the order listed:
SMILES,Bim-Mcl-1,RGS4-Gao reg,Bim-Bfl-1,Mcl1-Bid inh,Bcl-B Bim block,Bim-Bcl-W,GSH fluor,RGS8-Gao,RGS7-Gao reg,Bim-Bcl-2,Bim-Bcl-XL
CC1=C(C(=O)Nc2ccccc2C(F)(F)F)C(c2sccc2C)NC(=S)N1 (stereo not drawn),0,100,4,-19,-33,2,15,100,?,1,-2
CCc1nc2c(cnn2-c2ccc(F)cc2)c(=O)n1-c1ccc(N2CCC(C)CC2)cc1,0,117,-14,-39,-6,-2,19,104,132,-8,-3
O=C(COc1cccc(F)c1)N[C@@H](Cc1ccccc1)c1nc2ccccc2[nH]1,-1,101,-4,11,-8,-5,15,101,101,-5,-7
COc1ccc(-c2cc(C(F)F)n3ncc(C(=O)N4CCN(C)CC4)c3n2)cc1,-1,99,-3,-9,-4,-6,11,101,99,-1,-5
O=C(O)CN(c1cccc(C(F)(F)F)c1)S(=O)(=O)c1ccccc1,-1,99,-5,-6,2,-1,16,100,98,-1,-4
Cc1ccccc1C(=O)Nc1nnc(-c2ccc(F)cc2)o1,0,101,-10,-30,-7,-3,13,102,102,-6,-5

# Other entries follow:
SMILES,Bim-Mcl-1,RGS4-Gao reg,Bim-Bfl-1,Mcl1-Bid inh,Bcl-B Bim block,Bim-Bcl-W,GSH fluor,RGS8-Gao,RGS7-Gao reg,Bim-Bcl-2,Bim-Bcl-XL
O=C(NC1CCCC1)C1C2C=CC3(CN(Cc4cccs4)C(=O)C13)O2 (stereo not drawn),-5,102,-5,-8,-8,-4,13,102,101,0,-9
c1ccc2c(c1)NC1(CCCCCC1)n1c-2nc2ccccc21,-2,99,-11,21,-5,0,10,101,99,-8,-2
CCCCc1nnc(NC(=O)C2CC(=O)N(c3ccc(C)cc3)C2)s1 (stereo not drawn),16,105,0,-13,0,4,21,104,96,0,0
CCCCc1nc(Cl)c(C#N)c2c1CCCC2,0,100,-1,-11,-4,0,6,101,101,0,-5
CCc1nnc(NC(=O)CCC(=O)NC2CCCc3ccccc32)s1 (stereo not drawn),-3,100,0,-21,-5,-3,4,102,101,2,2
Cc1c(NC(=O)CN2CCCc3ccccc32)c(=O)n(-c2ccccc2)n1C,3,99,4,-63,4,2,68,95,99,2,3
Cc1cccc(N(C)S(=O)(=O)c2ccc3[nH]c(=O)c(=O)[nH]c3c2)c1,-1,92,-1,-10,-2,-2,22,96,92,-1,-3
CCOC(=O)c1cc([N+](=O)[O-])sc1NC(=O)CC,0,91,-5,-21,-5,0,20,94,?,-2,-4
CCc1cc2c(=O)n(C(C)C(=O)OC3CCCCC3)cnc2s1 (stereo not drawn),-2,103,-14,-3,-9,-2,33,100,98,-8,-14
COc1ccc2nc(SCC(=O)N3CCN(c4ccc(F)cc4)CC3)c(C#N)cc2c1,0,101,1,-53,-2,0,28,105,102,1,-1
OCCN(/C=N/c1nc(-c2ccc(Br)cc2)cs1)CCO,-7,112,0,-40,-5,-8,5,124,110,0,-3
Cc1cnc(C(=O)OCC(=O)N2CCN(C(=O)c3ccco3)CC2)cn1,1,99,2,-26,3,0,23,96,99,2,-1
COc1cccc(-n2c(=O)c3c(C)c(C(=O)N(C)C)sc3n(CC(=O)NCCc3ccc(OC)c(OC)c3)c2=O)c1,-4,102,-5,-13,-5,-4,16,103,102,-2,0
Cc1c(CCO)c(=O)n(-c2ccccc2)n1S(=O)(=O)c1ccc(Cl)cc1,-2,96,-16,-3,-6,0,25,98,94,-8,-5
